Screening data as filed in PubChem BioAssay.
CRFR2-BP antag = antagonists of CRF-BP/CRF-R2 complex, primary screen, cell-based, HEK293, calcium dye fluorescence, uHTS; inhibition, % at 11.8 µM; CRF-induced calcium fluorescence; AID 588475, 2011; 350,000 compounds, 0.59% hits;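 active = inhibition of the ligand-induced calcium signal above about 50% at the single tested concentration, limit read from the data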
IDE cell activ = human IDE activators in live cells, primary screen, fluorescence polarization, HEK cells, FAbeta-B substrate. FAbeta-B cleavage; 0% vehicle, 100% cell-free pure enzyme wells. 340,000 compounds, 0.073% hits. AID 493087, 2011. activation, % at 5.96 µM;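 active = activation above the mean of all tested compounds plus 3 SD, set per screening campaign, cut at about 17% in these data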
VIM-2 inhibitor = VIM-2 metallo-beta-lactamase inhibitors, primary screen, biochemical, epi-absorbance readout, Pseudomonas aeruginosa enzyme; purified VIM-2, nitrocefin hydrolysis, epi-absorbance fluorescence; inhibition, % at 5.6 µM; 290,000 compounds, 0.89% hits; AID 1527, 2009;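 active = inhibition above the mean of all tested compounds plus 3 SD, cutoff set per screening run, cut at about 7.5% in these data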;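 also: red hydrolysis product quenches plate fluorescence so inhibitors raise well fluorescence; 0% = enzyme with DMSO and 100% = DMSO without enzyme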
UBC9 SUMO inh = inhibitors of in vitro SUMOylation cascade, primary screen, biochemical, HTRF, uHTS. SUMO-conjugating enzyme UBC9 (Homo sapiens), P63279. HTRF SUMOylation assay, SAE1/SAE2 + UBC9. inhibition, % at 35 µM. 290,000 compounds, 0.36% hits. AID 2006, 2009; in the data active = inhibition above about 50%, passing the limit was not always enough; also: strong numbers were not always called active
Target sequence (P63279 whole entry, looked up): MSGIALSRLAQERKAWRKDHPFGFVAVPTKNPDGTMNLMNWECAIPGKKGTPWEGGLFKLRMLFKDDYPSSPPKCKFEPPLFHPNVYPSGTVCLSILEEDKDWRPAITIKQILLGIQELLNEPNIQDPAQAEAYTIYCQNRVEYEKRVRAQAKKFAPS
GalR3 antagonist = GalR3 antagonists in HEK293 cells, primary screen, cell-based, fluorescence readout; Galanin receptor type 3 (Homo sapiens), O60755; HEK293 GalR3-CNG cAMP membrane potential fluorescence; galR3 body fused to GalR1 C-terminus; inhibition, % at 3 µM; 360,000 compounds, 0.44% hits; AID 651719, 2012;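 active = inhibition above the screen-wide average plus 3 SD, cut at about 13% in these data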;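 also: forskolin and galanin both at EC90 stimulate the cells; cAMP rise reported by CNG channel membrane potential dye signal; 0% = forskolin plus galanin with DMSO and 100% = forskolin alone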
Target sequence (O60755 1-299 limits assumed): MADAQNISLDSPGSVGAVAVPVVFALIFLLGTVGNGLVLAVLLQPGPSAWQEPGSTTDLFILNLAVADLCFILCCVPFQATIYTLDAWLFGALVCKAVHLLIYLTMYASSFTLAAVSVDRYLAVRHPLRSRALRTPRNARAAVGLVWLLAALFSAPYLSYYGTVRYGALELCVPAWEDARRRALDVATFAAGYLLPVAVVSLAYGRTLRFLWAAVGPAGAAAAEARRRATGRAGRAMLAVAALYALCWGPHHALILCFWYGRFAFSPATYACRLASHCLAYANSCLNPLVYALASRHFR
IDE cell inh = human IDE inhibitors in live cells, primary screen, fluorescence polarization, HEK cells, FAbetaB substrate; 320,000 compounds, 0.41% hits; inhibition, % at 5.59 µM; FAbetaB cleavage;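 active = percent inhibition above the average of all tested compounds plus 3 SD, set per screening campaign, cut at about 16% in these data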;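 also: IDE supplied by intact live HEK cells; FP after avidin binding of uncleaved biotin substrate so inhibition keeps polarization high; 0% = DMSO wells and 100% = 60 µM reference IDE inhibitor Ii1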
HCV NS3 hel inh = inhibitors of HCV NS3 helicase, primary screen, biochemical, Cy5 molecular beacon fluorescence | NS3 helicase DNA unwinding | inhibition, % at 10.9 µM | 290,000 compounds, 0.56% hits | AID 1800, 2009;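 active = inhibition above the mean of all tested compounds plus 3 SD, set per campaign, cut at about 35% in these data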;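 also: 0% = DMSO wells and 100% = thioflavine S control wells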
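System: NS3 helicase fragment of HCV / Schedule: 1 h at 25 °C / Control set: DMSO alone as 0% and 110 µM thioflavine S as 100% / Reagent: Cy5/quencher beacon DNA duplex and ATP to start / Technique: Cy5 fluorescence / Replication: singlicate / Evaluation: % inhibition of end-to-start signal ratio versus controls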
pCIP destab = p/CIP-EGFP fusion destabilizers, primary screen, fluorescence, F442A cells. Q05BA5. 16 h. decrease of EGFP signal, % at 10 µM. 290,000 compounds, 0.01% hits;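 active = EGFP signal decrease of at least 30% at 10 µM or well 3 SD below plate mean, unless failing retest; inactive = the rest, including hits failing retest or dose response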; also: some compounds called inactive have numbers as strong as hits; many of its hits are not listed in these tables
IMP-1 inhibitor = IMP-1 metallo-beta-lactamase inhibitors, primary screen, biochemical, epi-absorbance readout, Pseudomonas aeruginosa enzyme; metallo-beta-lactamase IMP-1 (Pseudomonas aeruginosa); purified IMP-1, nitrocefin hydrolysis, epi-absorbance fluorescence; inhibition, % at 5.6 µM; 290,000 compounds, 0.45% hits;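 active = inhibition above the mean plus 3 SD of all compounds in the same screening run, cut at about 4.5% in these data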;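 also: 0% = IMP-1 with DMSO and 100% = DMSO wells lacking enzyme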
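System: purified IMP-1; amount: IMP-1 0.2 nM before substrate addition; compound: single dose, 5.6 µM; times: 25 °C, 15 min preincubation, 25 min reaction; signal: Epi-absorbance via hydrolysed-nitrocefin quenching of white-plate fluorescence, 480/530 nm, EDTA stop; benchmarks: DMSO with and without IMP-1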
An asterisk follows results filed as active; nt = no result given.

Sample of the layout, 2 compounds:
CRFR2-BP antag	IDE cell activ	VIM-2 inhibitor	UBC9 SUMO inh	GalR3 antagonist	IDE cell inh	HCV NS3 hel inh	pCIP destab	IMP-1 inhibitor	canonical_smiles
-62	-4	3.4	-20	-2	6	-3	0	-3.8	CS(=O)(=O)N(CCc1ccccc1)CC(=O)NCc1ccco1
-13	4	-0.7	19	-6	1	-4	-4	-3.7	O=C(Nc1nnc(SCc2c(Cl)cccc2Cl)s1)c1cccc([N+](=O)[O-])c1

All compounds of this part (from the top)
CRFR2-BP antag	IDE cell activ	VIM-2 inhibitor	UBC9 SUMO inh	GalR3 antagonist	IDE cell inh	HCV NS3 hel inh	pCIP destab	IMP-1 inhibitor	canonical_smiles
-62	-4	3.4	-20	-2	6	-3	0	-3.8	CS(=O)(=O)N(CCc1ccccc1)CC(=O)NCc1ccco1
-13	4	-0.7	19	-6	1	-4	-4	-3.7	O=C(Nc1nnc(SCc2c(Cl)cccc2Cl)s1)c1cccc([N+](=O)[O-])c1
6	-6	-2.9	-1	0	nt	1	-1	-4.4	Oc1ccccc1-c1nnc2n1CCCCC2
-3	-2	-3.4	4	-10	-5	-8	-10	-4.4	CC1CC1C(=O)Nc1nc(-c2ccc(Cl)s2)cs1 (stereo not given)
-13	4	nt	nt	-7	-1	nt	nt	nt	COCCN(C(=O)c1ccc(C)o1)c1c(N)n(CC(C)C)c(=O)[nH]c1=O
-2	1	-0.8	8	-8	3	-8	0	-1.1	COc1ccc(N2CCN(C(=O)c3cn(C)c4ccc(S(=O)(=O)N5CCOCC5)cc4c3=O)CC2)cc1
-6	-1	-4.5	9	-4	4	-4	-4	-2.5	CC1CCN(C(=S)NC(=O)c2ccccc2Br)CC1
-1	0	nt	nt	-4	4	nt	nt	nt	COc1ccccc1CNC(=O)COC(=O)CNS(=O)(=O)c1ccc(NC(C)=O)cc1
2	4	nt	nt	-7	-3	nt	nt	nt	Cn1cc(S(=O)(=O)N2CCOCC2)cc1C(=O)O
3	3	-2.2	15	-10	-1	36	-8	-1.8	CC(=O)NC(C(=O)c1ccccc1)N1CCCCC1 (stereo not given)
8	6	-1.6	8	-6	0	-1	1	-4.2	Cc1ccc(CN2CCN(Cc3cccc(OCCO)c3)CC2CCO)o1 (stereo not given)
-11	3	-2.3	5	4	8	19	5	-2.8	O=C(O)CCCSc1nccn1-c1ccccc1
2	2	1.5	-2	-6	-7	-9	-2	-0.3	CN1CCN(S(=O)(=O)c2ccc(Br)c3ccccc23)CC1
2	5	1.0	22	-4	1	-11	-1	-0.9	CC(C)COC(=O)N1CC(O)CC1C(=O)O (stereo not given)
-35	1	-0.5	14	-3	6	13	-15	-0.8	CCCN1CC=C2C(C#N)=C(N)C(C#N)(C#N)C(c3cccc(OC)c3OC)C2C1 (stereo not given)
-4	1	nt	nt	0	3	nt	nt	nt	NC(=O)c1cc([N+](=O)[O-])ccc1NCc1ccc(N)cc1
nt	nt	-2.7	-5	-4	-5	-5	-9	-2.4	O=C(Nc1ccc2c(c1)OCO2)[C@@H]1[C@@H]2C(=O)N(C3CCCCC3)C(=O)[C@@H]2C2c3ccccc3C=CN21 (stereo not given in full)
3	1	-2.1	-6	-2	-2	1	-2	-1.7	O=C(CCn1c(=O)sc2ccccc21)NC1=NCCS1
67*	-3	-3.5	10	-3	3	-1	-52	-2.9	Cc1ccc(N2CC(C(=O)NC3CCC(C)CC3)CC2=O)cc1 (stereo not given)
-11	-2	-2.8	-5	-4	-2	0	-1	-6.2	O=C(CSC(=S)N1CCOCC1)Nc1nc(-c2ccccc2)c(-c2ccccc2)o1
14	-4	-3.0	8	-1	-2	2	-8	-3.9	O=S(=O)(NCc1cccnc1)c1ccc(Cl)c(Cl)c1
1	-3	nt	nt	-6	2	nt	nt	nt	Cc1nc2ccccc2c(C)c1CC(=O)OC(C)C(=O)NC1(C#N)CCCCC1 (stereo not given)
-6	6	-0.1	-9	-7	-5	-21	-6	-0.3	COc1ccc(C)cc1NC(=O)c1ccc(NS(=O)(=O)c2cccs2)cc1
10	-8	-2.3	7	-5	4	-5	9	-2.9	COCCSc1ccccc1C(=O)NCCc1ccccc1
-9	-3	-0.7	2	-3	0	2	-13	-0.8	O=C(N/N=C/c1cc2c(cc1Br)OCO2)C1COc2ccccc2O1 (stereo not given)
-5	4	-0.8	6	-10	4	5	-11	-1.7	O=C(CN1CCN(Cc2cccc(F)c2)CC1)Nc1ccccc1F
-10	-3	-2.0	13	-1	-4	-2	9	1.8	CCOC(=O)CN1C(=N)N(c2nc(NC(C)C)nc(NC(C)C)n2)CC1=O
4	-1	0.1	19	-2	4	15	-5	1.2	Cc1ccccc1-n1c(O)cc(=O)[nH]c1=S
8	5	-4.7	23	-8	3	-24	-9	-5.0	CCCc1cc(=O)oc2cc(OCC(=O)NCCc3c[nH]c4ccc(OC)cc34)ccc12
-4	1	3.1	8	-4	5	12	0	1.9	O=C1CSC(=S)N1c1cccc(Br)c1
-1	3	-1.1	3	-6	nt	7	-1	-1.4	O=C(Nc1cccnc1)c1ccc(N2CCOCC2)c([N+](=O)[O-])c1
-19	4	-6.2	-82	-6	-1	9	-3	-3.7	Cc1ccc(C)c(NC(=S)NNC(=O)c2csc3c2CCC(C)C3)c1 (stereo not given)
-20	3	-0.1	-6	-5	2	-4	16	-5.8	CC1(C)CC(=NO)CC(C)(C)N1
2	8	-3.1	6	3	2	-16	3	-2.1	COc1ccc(N2C(=O)CSC23C(=O)N(CC(=O)NC2CCCC2)c2ccccc23)cc1 (stereo not given)
-7	3	-2.0	nt	-8	0	4	-4	-1.1	CC(=O)Nc1cc2c3c(c1)CCN3C(=O)CC2
-8	-3	-5.5	8	-2	6	-1	2	-3.6	Cc1cccc(C)c1NC(=O)CSc1nnc([C@@H]2CCCN2C(=O)OC(C)(C)C)o1
-1	4	0.7	nt	-3	5	-2	-9	-1.4	COc1cc(C(=O)NCCC(=O)NC2CCCCC2)cc(OC)c1OC
-7	1	-1.9	-8	2	-4	2	-18	-3.5	CCN(c1ccccc1)S(=O)(=O)c1cc(NC(=O)Nc2ccccc2C#N)ccc1Cl
13	3	-1.1	21	11	4	6	-13	-0.8	COC(=O)NNC(=O)C12CC3CC(CC(C3)C1)C2
-12	5	0.0	24	-10	-4	22	0	-2.2	CC(C)(C)C1CCc2c(sc3nc(SCC(=O)O)nc(N)c23)C1 (stereo not given)
18	-2	-0.9	16	-4	4	16	4	-3.6	CCn1cc(/C=C/C(=O)Nc2ccc(C)cc2Br)cn1
-6	4	-2.3	10	-3	-1	-7	5	-0.1	CCN=C1NN=C(c2c[nH]c3ccccc23)CS1
23	-1	-3.2	22	-2	1	-8	-13	-1.5	Cc1cc(O)c(C(C)C)cc1N=C1CSC(=O)N1
-14	1	2.7	9	-4	6	11	-25	-0.4	COc1ccc(OC)c(S(=O)(=O)N2CCC(C(=O)Nc3ccccc3)CC2)c1
-2	-3	-2.9	-13	0	2	4	-10	-3.5	O=C(O)c1ccccc1C(=O)NC1CCCCNC1=O (stereo not given)
-1	-2	nt	-8	2	2	nt	-7	nt	CC1CCc2nn(CC(=O)NCCCN3CCCCC3)cc2C1 (stereo not given)
-4	-2	1.4	-13	-6	-8	0	-12	-1.9	Cc1ccccc1CN(C)Cc1cc(=O)oc2c(C)c(C)ccc12
-12	7	-1.6	-10	-4	-4	-4	-4	-3.4	CCc1sc(N(C(=O)Cc2ccccc2)c2ccccc2F)nc1-c1ccc(C)cc1
-8	-3	-1.5	1	0	5	1	-8	-0.1	CCc1nnc(NC(=O)COC(=O)CN2C(=O)c3ccccc3C2=O)s1
0	1	-2.3	12	-5	0	-11	-41	-1.7	Cc1cnccc1CN(C)Cc1nc(Cc2ccccc2Cl)no1
3	-5	-0.2	0	-3	4	10	0	-1.8	C=CCNC(=O)c1onc(CSc2ccc(C)c(C)c2)c1C(=O)O
-13	0	-1.7	14	-7	-3	1	-18	-1.4	CCCCOC(=O)C1=C(C)NC2=C(C(=O)CCC2)C1c1cc(OC)ccc1OC (stereo not given)
-15	4	-4.5	-11	-2	3	-7	-13	-0.5	CN(CC/C=C1/c2ccccc2CSc2ccccc21)CCCO
16	5	nt	nt	-1	2	nt	nt	nt	Cc1ccc(S(=O)(=O)N2CCN(C(=O)CN3C(=O)c4ccc([N+](=O)[O-])cc4C3=O)CC2)c(C)c1
nt	nt	-1.8	9	nt	7	-4	-15	0.5	O=C(CSc1ccc(-c2cccs2)nn1)NCc1ccccc1Cl
15	5	-1.5	20	-4	-2	5	3	-1.3	COc1ccccc1CNS(=O)(=O)c1ccc2c(c1)NC(=O)CS2
35	nt	-2.8	47	0	-3	5	1	-2.9	O=C(Cn1nnc(-c2ccccc2)n1)N/N=C/c1cccc([N+](=O)[O-])c1O
-4	2	-4.3	14	1	-3	7	-7	-3.5	O=C(Cn1cnc2c(cnn2-c2ccccc2)c1=O)N1CCN(c2ccc(F)cc2)CC1
1	2	nt	nt	-7	4	nt	nt	nt	CC(Sc1nnc(-c2cccs2)n1C1CC1)C(=O)NCC1CCCO1 (stereo not given)
-6	1	-2.6	-3	-6	-3	4	-13	-2.5	COC(=O)c1ccccc1Sc1ncnc2onc(C)c12

Additional results follow.
CRFR2-BP antag	IDE cell activ	VIM-2 inhibitor	UBC9 SUMO inh	GalR3 antagonist	IDE cell inh	HCV NS3 hel inh	pCIP destab	IMP-1 inhibitor	canonical_smiles
-3	-1	-3.6	2	8	2	-4	-5	-1.4	O=C(CN(CCc1ccccc1)C(=O)CNS(=O)(=O)c1ccc(F)cc1)NCc1ccco1
-4	-4	nt	nt	-5	9	nt	nt	nt	O=S(=O)(c1cccs1)N1CCC2(CC1)OCCN2S(=O)(=O)c1ccccc1
-13	5	-1.7	12	-8	2	2	-6	-2.9	CCOC(=O)c1ccc(NC(=O)c2ccc[n+]([O-])c2)cc1
-10	0	-0.6	-12	1	-2	6	3	-0.7	O=C(CSc1nc(C2CC2)nc2ccccc12)N1c2ccccc2Sc2ccc(C(F)(F)F)cc21
11	1	1.9	2	-11	2	-4	0	-2.0	CN1C(=O)CSC1=Nc1cccc(C(=O)O)c1
-8	4	-4.4	-2	-8	7	1	-2	1.2	COc1cccc(/C=N/NC(=O)CSCC(=O)Nc2ccccc2)c1O
18	-6	-2.5	5	-8	11	3	6	-4.9	COC(=O)CC1C(=O)NCCN1C(=S)Nc1cccc(C)c1 (stereo not given)
9	6	-1.1	10	-9	-7	-7	-9	-2.3	Cc1ccc(N(C(=O)CNC(=O)c2ccco2)C(C(=O)NC2CCCCC2)c2cccnc2)cc1 (stereo not given)
37	1	-1.8	-16	-4	1	2	28	-0.8	N#CCCN1CCN(C(=S)c2ccc(-c3cc(Cl)ccc3Cl)o2)CC1

Rows are unselected; any-hit rate near 3.2%.
